# 12-LOX inh: Primary qHTS assay for inhibitors of human arachidonate 12S-lipoxygenase (ALOX12): Round 2 | purified 12hLO, xylenol orange hydroperoxide absorbance | Potency, µM (highest dose often 108 µM), for inactives: at the top dose activity change, negative = inhibition, usual class: inhibitors | hit rate 1.1% among 580,000; active = well fitted inhibition curve with a large enough effect; inconclusive = small, poorly fitted or top-dose-only effect, or another doubt; inactive = no such curve, though single readings can be large or run the other way
# Target sequence (P18054 whole entry, looked up): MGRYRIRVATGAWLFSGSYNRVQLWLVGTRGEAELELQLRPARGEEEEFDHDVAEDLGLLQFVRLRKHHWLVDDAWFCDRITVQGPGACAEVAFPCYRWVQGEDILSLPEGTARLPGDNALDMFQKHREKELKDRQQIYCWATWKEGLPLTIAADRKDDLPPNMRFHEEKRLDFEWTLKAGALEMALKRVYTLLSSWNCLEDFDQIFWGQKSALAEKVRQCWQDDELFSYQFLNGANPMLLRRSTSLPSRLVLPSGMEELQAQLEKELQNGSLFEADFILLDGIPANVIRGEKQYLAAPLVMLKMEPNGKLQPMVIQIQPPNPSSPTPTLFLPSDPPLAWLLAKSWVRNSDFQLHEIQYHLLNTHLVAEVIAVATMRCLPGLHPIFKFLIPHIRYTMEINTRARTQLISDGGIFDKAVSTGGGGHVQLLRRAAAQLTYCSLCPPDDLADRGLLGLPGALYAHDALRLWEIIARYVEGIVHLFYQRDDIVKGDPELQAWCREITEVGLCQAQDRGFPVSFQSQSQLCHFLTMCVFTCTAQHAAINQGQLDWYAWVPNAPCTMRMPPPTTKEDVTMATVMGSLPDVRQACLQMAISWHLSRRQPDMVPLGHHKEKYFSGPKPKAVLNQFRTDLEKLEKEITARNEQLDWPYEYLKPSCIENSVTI
#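 Hydroperoxide product was detected by ferrous iron/xylenol orange as the 573 to 405 nm absorbance ratio. Arachidonic acid at 40 uM (final) was turned over for 30 min at room temperature by 150 nM human 12hLO, pH 7.0 Hepes buffer, after 15 min compound preincubation.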
# Active calls of the source: *; u = inconclusive; & = joins results of further samples; [ ] = remark or other dose. % is scaled to controls: 0 for no effect and ±100 for the full control effect; potency is read from the fitted curve at half-maximal effect.
compound	12-LOX inh
COCCCn1c(=O)/c(=C/c2ccccc2OC(C)C)s/c1=C(\C#N)C(=O)Nc1ccc(C(=O)O)cc1	u
Cc1noc(-c2ccn3c(CNC(=O)Cc4ccccc4Cl)nnc3c2)n1	3%
O[C@@H]1C[C@@H](c2nc(-c3ccncc3)no2)N(Cc2ccc(F)cc2)C1	3%[176 µM]
Cc1noc([C@@H]2CN(C(=O)c3occc3C)C[C@H]2CO)n1	19%
CCc1nnsc1C(=O)N(C)Cc1c(F)cccc1Cl	34%
O=C(NCCc1noc(-c2cccnc2)n1)C1CCC1	15%
C#CCNC(=O)CC[C@@H]1CNC(=O)[C@@H]2C[C@H](NC(=O)Nc3cccc(Cl)c3)CN12	-16%[176 µM]
CCc1ccccc1CN1CCCC2(Cc3ccccc3CNC2=O)C1 (stereo not drawn)	4%[6.33 µM]
CC(=O)N(c1nc(COc2ccccc2C(N)=O)cs1)c1ccc(C)cc1C	-1%
CC(=O)Nc1ccc(-c2ccnc3c2CC(C(=O)NCCC(F)(F)F)O3)cc1 (stereo not drawn)	-11%
Cc1csc(N2CCCN(CC(=O)Nc3cc(C)on3)CC2)n1	7%
Cc1ccccc1CN1CCN(S(=O)(=O)c2cn(C)nc2C)CC1	-19%
CC(C)c1ccc(-c2nc3cc(N)ccc3o2)cc1	u
COc1ccc2c3n([n+]([O-])c2c1)C(C)CN=C3c1cc(Cl)c(N)c(Cl)c1 (stereo not drawn)	u
C[C@H](CO)N1C[C@H](C)[C@H](CN(C)C(=O)Nc2ccc(F)cc2)OCc2cnnn2CCCC1=O	-2%

# Arranged by molar mass (ascending): some entries from above
compound	12-LOX inh
CCc1nnsc1C(=O)N(C)Cc1c(F)cccc1Cl	34%
CCc1ccccc1CN1CCCC2(Cc3ccccc3CNC2=O)C1 (stereo not drawn)	4%[6.33 µM]
C[C@H](CO)N1C[C@H](C)[C@H](CN(C)C(=O)Nc2ccc(F)cc2)OCc2cnnn2CCCC1=O	-2%
COCCCn1c(=O)/c(=C/c2ccccc2OC(C)C)s/c1=C(\C#N)C(=O)Nc1ccc(C(=O)O)cc1	u

# Additional structures:
compound	12-LOX inh
Cc1cccc(C)c1NC(=O)C(c1cc2ccccc2o1)N1CCC(c2ccccc2)CC1 (stereo not drawn)	-1%
CC1CCC(NC(=O)C2(c3ccc(NS(C)(=O)=O)cc3)CCCCC2)CC1 (stereo not drawn)	33%[activator]
CCOc1cccc(-c2noc(-c3nnn4c3COC(c3ccc(Cl)cc3)C4)n2)c1 (stereo not drawn)	28%
Cc1ccc(C)c(N2CCN(C3C(=O)Nc4ccccc4-n4nnnc43)CC2)c1 (stereo not drawn)	-30%
CN(C)c1cccc2c(S(=O)(=O)NCC3CCN(C(=O)C(=O)c4cc5ccccc5o4)CC3)cccc12	-5%
CCCC(C)(C)NC(=O)Cc1ccc(OC)c(OC)c1	u
COc1cc(Br)c(C=O)cc1OC	27%
CC(C)CN1CCC(CN2CCOCC2)CC1	32%[activator]
Cc1cc(C)c(OCC(=O)Nc2ccc3oc(=O)ccc3c2)c(C)c1	-54%
CCN1CCN(CCNC(=O)CN2CC3CC(C2)[C@H]2CCCC(=O)N2C3)CC1 (stereo partly drawn)	-5%
CCCCn1ccc2nc3ccn(-c4ncn[nH]4)c(=O)c3cc2c1=O	u
CCOCCCNC(=O)CCn1ccc2cc(S(=O)(=O)N3CCCCC3)ccc21	u
Cc1oc(-c2ccccc2Cl)nc1CS(=O)(=O)CC(=O)N1CCc2ccccc21	13%
Cc1ccc(S(=O)(=O)N[C@H]2CO[C@H]3[C@@H]2OC[C@H]3O)cc1	-3%[176 µM]
N#Cc1ccc(C(=O)N2CCCN(S(=O)(=O)c3ccccc3)CCC(=O)NCC2)cc1	41%[activator]
COc1ccc(CCc2nc3nccc(-c4ccc(OC)c(OC)c4)n3n2)cc1	56%[activator]
COCc1[nH]nc2c1C(c1ccc(C)cc1)NC2=O (stereo not drawn)	10%
O=C(Nc1ccc(SCc2cccnc2)cc1)c1ccc2c(c1)OCCCO2	-16%
N#Cc1cccc(C(=O)N2CCC(n3cc(-c4nc(-c5ccccc5)no4)nn3)CC2)c1	2%
COCCOC1CCOC2(CCN(C(=O)NCc3ccccc3)CC2)C1 (stereo not drawn)	27%
Cc1cc(NC(=O)COC(=O)C2(c3ccccc3F)CCCC2)no1	-4%
COc1ccc(CC(=O)N2CCC3(CC2)CC(NC(=O)NC(C)C)c2ccccc23)cc1 (stereo not drawn)	5%[6.33 µM]
CC1CCC2(CC1)NC(=O)N(CC(=O)NCc1ccco1)C2=O (stereo not drawn)	-9%&18%
CCn1cc(S(=O)(=O)N2CCC(Cc3nc(-c4cccnc4)n[nH]3)C2)cn1 (stereo not drawn)	50%[activator]
Cn1cnc2cc(-c3cccc(N4CCOCC4)c3)cc(C(=O)NCc3cccnc3)c21	31%[176 µM]
Oc1cccc(CN2CCN(c3ncc(Cc4ccccc4)cn3)CC2)c1	0%
CCOC(=O)Cc1ccc(C(=O)/C=C/c2ccc(Cl)cc2)cc1	1%
Cn1c(=O)c(C2=NN(C(=O)c3ccco3)C(c3ccco3)C2)c(-c2ccccc2)c2cc(Cl)ccc21 (stereo not drawn)	u
C[C@@H]1CN(C(=O)CC2CCCC2)C[C@@]1(O)C1CC1	-2%
CC(C)(C)CC(=O)N1CCN(c2nc(-c3ccccc3)nc3c2CCC3)CC1	37%[activator]
COc1ccccc1CC(=O)NC1CCN(c2cc(C(F)(F)F)nc(C)n2)CC1	9%
Cc1ccccc1NC(=O)CSc1ccc2c(c1)OCCCO2	u
N#Cc1ccc(O[C@@H]2CCOC[C@H]2NC(=O)NCc2ccco2)cc1	34%[activator]
CC(C(=O)Nc1ccccc1C#N)N(C)Cc1ccccc1N1CCCCC1 (stereo not drawn)	22%
CCCNC(=O)N1CCCC(c2nn(C)c(=O)n2CC)C1 (stereo not drawn)	30%
CCN(Cc1nc2cc(Cl)ccc2c(=O)[nH]1)C(=O)CNC(=O)c1ccc(C(C)(C)C)cc1	-7%
COc1ccc2c(c1)nc1n2[C@@H](CNCc2ccc3c(c2)OCO3)COC1	u
CCS(=O)(=O)Nc1ccc(-c2nc(C3CCOC3)no2)cc1 (stereo not drawn)	-2%
C[C@@H]1CN([C@@H](C)CO)C(=O)CCCn2nncc2CO[C@H]1CN(C)C(=O)c1cc(-c2ccccc2)on1	87%[activator]
CCOc1cc(C(c2c[nH]c3ccccc23)c2c[nH]c3ccccc23)ccc1O	-29%
CCCCCCOC(=O)CCCCC	16%[176 µM]
O=C(N/N=C/c1cccc(Br)c1)c1cccs1	11%
COc1cc(/C=C(/C#N)c2ccc(Cl)cc2)cc(OC)c1OC	-5%
Cn1c(=O)c2cc(NC(=O)Cc3cccc4ccccc34)ccc2n1-c1ccccc1	1%
N#Cc1ccc(S(=O)(=O)N[C@H]2[C@H](O)[C@H](O)C[C@@H]2c2ccccc2)cc1	5%[176 µM]

# Next part
Compound	12-LOX inh
OCc1nc(C2CCNC2)no1 (stereo not drawn)	39%[activator]
COCCNC(=O)c1cnc2c(c1)N(Cc1ccccc1)CCC2	u
CN1C(=O)CS(=O)(=O)C12CCN(C(=O)c1ccccc1F)CC2	3%
COc1cccc(-c2n[nH]nc2C2=CC(=O)C[C@H](c3ccc(F)cc3)C2)c1	4%
CN1C(=O)C(CC(=O)N2CCOCC2)=C2CCCCC21 (stereo not drawn)	11%
CSCC(=O)N1C[C@@H](NC(=O)NC(C)C)C[C@H]1C(=O)N[C@H](Cc1c[nH]c2ccccc12)C(N)=O	12%
COc1ccc(-c2c(C)c3cc(OS(=O)(=O)c4ccc(C)cc4)ccc3oc2=O)cc1OC	-4%
O=C(NC[C@H]1O[C@@H]2C[C@@H](CC(=O)N3CCOCC3)O[C@@H]2[C@@H]1O)Nc1ccc(F)cc1	-30%[176 µM]
COc1ccc(-c2noc([C@@H]3CCCN3C(=O)c3cc(C)cc(C)c3)n2)cc1	44%[activator]
COc1ccc(C2Cn3nnc(-c4noc(/C=C/c5ccco5)n4)c3CO2)cc1 (stereo not drawn)	18%
Cc1occc(=O)c1OCc1noc(C(=O)NCc2ccccc2)n1	7%
CC(C)C(NC(=O)c1ccc(I)cc1)C(C)C	4%
CN1CCC2(CCC1=O)CN(C(=O)c1cnn3c1CCCC3)CCN2C (stereo not drawn)	56%[activator]
O=S(=O)(Cc1ccccc1)NCCNS(=O)(=O)Cc1ccccc1	20%
Cc1ccccc1-n1nnnc1C1(Nc2ccccc2)CCCC1	-17%
C[C@@H]1CN([C@H](C)CO)C(=O)c2cc(C#CC3CCCCC3)cnc2O[C@H]1CN(C)Cc1cccnc1	u
O=C(C1CC(=O)N(c2cccc(C(F)(F)F)c2)C1)N1CCNCC1 (stereo not drawn)	7%
COc1ccc(-c2ccc3c(n2)CCCN3Cc2ccccc2C(F)(F)F)cc1	u
C[S+](=O)([O-])N1CCn2ncc(C(=O)Nc3ccc(Cl)cc3Cl)c2C1	-1%[6.33 µM]
Cc1cc2oc(=O)cc(CN(C)CC(=O)N(C)C)c2cc1C	-11%
O=C(COc1ccc(CNC[C@H]2O[C@@H](n3ccc(=O)[nH]c3=O)[C@H](O)[C@@H]2O)cc1)Nc1ccccn1	0%
CC1CCc2nc3ccccc3c(C(=O)OCC3CCCO3)c2C1 (stereo not drawn)	-29%
CC(C)(C)OC(=O)Nc1ccc(-c2cc(C(=O)NCCCCCCC(=O)NO)no2)cc1	-13%[57.4 µM]
CC1CN(C(=O)CCc2ncc(-c3ccc(F)cc3)o2)CCO1 (stereo not drawn)	11%
Cc1cc(C(=O)N2C[C@@H](Oc3cccnc3)C[C@H]2C(=O)N2CCCC2)n(C)n1	13%
Cc1ccc(CN2CCNCC2)cc1NC(=O)CNc1ccc(F)c(F)c1	u
COCCNC(=O)c1nc2c(o1)CCN(Cc1cc(C)cc(F)c1)CC2	-1%[176 µM]
CC(C)CCN1CCN(C(=O)CCCc2ccccc2)CC1	u
CNCCCNC(=O)C(=O)Nc1cccc2[nH]ccc12	-26%
CCc1nc2ccc(C(=O)N(C)CCN(C)C)cn2c1N(CC)CCOC	9%
c1ccc2nc(SCc3ccc4c(c3)OCCO4)ccc2c1	-15%
O=c1n(-c2ccc(F)cc2F)nc2n1CCN(Cc1ccc(F)cc1)C2	u
CC(=O)N1C[C@@H](CO)[C@H](NC(=O)c2ccccc2)C1	9%
CC(C)(C)c1nnc2n1C(C(=O)N1CCN(c3ncccn3)CC1)CC2 (stereo not drawn)	u
CCS(=O)(=O)Nc1cc(C(=O)N2C[C@@H](C)O[C@@H](C)C2)c2c(c1)nc(-c1ccccc1)n2C	7%
CC(C)C[C@H]1COc2c(Cl)cccc2S(=O)(=O)N1	1%
O=C1CC(c2ccc(F)cc2)Cc2nc3nc(C(F)(F)F)nn3cc21 (stereo not drawn)	u
COc1ccc(C2CC(=O)Nc3c2c(C)nn3-c2ccc(Cl)nn2)cc1O (stereo not drawn)	u
CS(=O)(=O)c1cnc(NCCCn2cccn2)nc1C1CCCNC1 (stereo not drawn)	u
CCCn1nccc1S(=O)(=O)N[C@@H]1CCOC[C@H]1Oc1ccccn1	54%[activator]

# 4 compounds out of the list above, ordered by their value in 12-LOX inh, largest number first.
Compound	12-LOX inh
CC(=O)N1C[C@@H](CO)[C@H](NC(=O)c2ccccc2)C1	9%
CCS(=O)(=O)Nc1cc(C(=O)N2C[C@@H](C)O[C@@H](C)C2)c2c(c1)nc(-c1ccccc1)n2C	7%
CC(C)C[C@H]1COc2c(Cl)cccc2S(=O)(=O)N1	1%
c1ccc2nc(SCc3ccc4c(c3)OCCO4)ccc2c1	-15%

# Other entries
Compound	12-LOX inh
O=C1COC[C@H]([C@H](O)c2ccc(NS(=O)(=O)c3ccc(F)cc3)cc2)N1	80%[activator][176 µM]
Cn1c(NCc2cccnc2)nc2cc(-c3cccc(C(F)(F)F)c3)sc2c1=O	-8%
COc1ccccc1CCC(=O)NCc1nnc2ccc(-c3ccc(C)c(C)c3)nn12	-3%
CCOc1ccc(/C=C(/C#N)C(=O)c2ccccc2)cc1OC	u
CS(=O)(=O)N1CCC2(CC1)CC(=O)N(CCCc1ccccc1)C2	22%
Cc1cc(OCC(=O)Nc2ccc(C(=O)OC(C)C)cc2)ccc1Cl	20%
COc1ccccc1-c1ccc(CN2CCN(c3cc(Cl)ncn3)C(=O)C2)cc1	25%
COc1ccc(-c2nc(C3CC3)nc3c2CCN(Cc2cncs2)CC3)cc1	6%[6.33 µM]
Cc1oc(-c2ccccc2NC(=O)C2CCCO2)nc1CNC(=O)c1cc(Cl)ccc1F (stereo not drawn)	2%
Cc1cnc(C(=O)NC2CC(=O)N(Cc3cccc4ccccc34)C2)cn1 (stereo not drawn)	13%

# Four entries from above, field by field.
COc1ccccc1-c1ccc(CN2CCN(c3cc(Cl)ncn3)C(=O)C2)cc1
  12-LOX inh: 25%
COc1ccc(-c2nc(C3CC3)nc3c2CCN(Cc2cncs2)CC3)cc1
  12-LOX inh: 6%[6.33 µM]
Cc1oc(-c2ccccc2NC(=O)C2CCCO2)nc1CNC(=O)c1cc(Cl)ccc1F (stereo not drawn)
  12-LOX inh: 2%
Cc1cnc(C(=O)NC2CC(=O)N(Cc3cccc4ccccc34)C2)cn1 (stereo not drawn)
  12-LOX inh: 13%

# Additional structures
Compound	12-LOX inh
Cc1cc(NC(=O)C(C)SCC(=O)Nc2ccc(C(=O)OC(C)C)cc2)no1 (stereo not drawn)	-21%
CC(C)NC(=O)N[C@H]1CCN2C(=O)c3cc(-c4ccccc4F)ccc3NC(=O)[C@H]12	-20%[176 µM]
O=C(O)Cn1cc(-c2ccccc2)ncc1=O	-109%
COc1ccc(-c2csc3ncnc(Nc4cc(Cl)ccc4OC)c23)cc1	23%
COc1cc(OC)c(C(=O)Nc2nnc(C)s2)cc1OC	-2%

# The list is partial; rates above refer to the full screens.
